KCNQ1 act: potentiates or activates the human KCNQ1 potassium channel; P51787; CHO-K1 KCNQ1, thallium flux FluxOR fluorescence; stronger effect = higher value; B-score at 10 µM; 310,000 compounds, 0.35% hits;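 active = fluorescence ratio B-score, a plate-corrected score, at least three library SD, with initial intensity B-score within 5 SD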
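Medium – assay buffer, equal DMSO in all wells · Material – CHO-K1 cell line with stable KCNQ1 potassium channel expression · Signal – kinetic FluxOR thallium fluorescence, 10-s 1-Hz baseline, 110-s post-stimulus read · Compound – single concentration per compound, DMSO matched to controls · Schedule – 37 °C overnight plating, 90-min dark dye load, 20-min compound pretreatment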
TMEM16A act: activates or potentiates the mouse TMEM16A chloride channel. Q8BHY3. HEK293 TMEM16A/YFP-H148Q/I152L, iodide quench fluorescence; stronger effect = lower value. B-score at 10 µM. 340,000 compounds, 0.3% hits. AID 623877;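 active = fluorescence-ratio B-score plate-corrected deviation score at least 3 library SD below zero, with starting fluorescence score within 5 deviations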;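 note: channel opened by trigger with iodide after compound preincubation; score built on the fluorescence ratio of max minus min over baseline; more negative score means more quench and so TMEM16A activation or potentiation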
SKKanGAS inh: inhibitors of SKKanGAS S. pyogenes growth in kanamycin (SK-promoter or general growth effect); BacTiter-Glo, 6 h; 300,000 compounds, 1.3% hits; inhibition, % at 7.5 µM;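 active = mean replicate score, as percent of positive control median, at least 50; inconclusive = mean below 50 but one replicate at or above 50; inactive = mean and every replicate below 50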;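 note: strain carries kanamycin resistance gene driven by streptokinase promoter and grows in 40 µg/ml kanamycin; loss of luminescence reflects streptokinase promoter inhibition or plain growth inhibition; 0% = median of DMSO wells and 100% = positive control at its reference dose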
RGS4 act: potentiators or activators of RGS4; HEK293 M3R/inducible RGS4, carbachol calcium flux Fluo4; stronger effect = lower value; B-score at 10 µM; 310,000 compounds, 0.92% hits; AID 463111;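 active = B-score of the integrated calcium signal more than 4 SD below the library mean, with starting fluorescence not abnormally high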;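 note: negative B-score means reduced calcium response which marks RGS4 activation or potentiation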
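test system = HEK293 cells with stable M3R and inducible RGS4 | schedule = recording 10 s baseline at 1 Hz, 100 s post-agonist | technique = Fluo4-AM (2 µM) calcium-flux fluorescence, kinetic read | measure = Agonist-evoked peak-minus-minimum fluorescence over baseline, integrated ratio, B score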
KCNQ1 block: inhibitors of human KCNQ1 potassium channel; P51787; CHO-K1 KCNQ1, FluxOR thallium flux fluorescence; stronger effect = higher value; B-score at 10 µM; 310,000 compounds, 1.3% hits;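 active = compounds whose thallium flux B-score, printed positive for inhibition, exceeds three library SD while starting fluorescence stays within three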;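 note: channel opened by potassium depolarization with thallium stimulus after 20 min compound exposure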
RGS4 block: human RGS4 inhibition. HEK293 M3R/RGS4 inducible, Fluo-4 calcium flux; stronger effect = higher value; triggered by carbachol at its EC20. P49798. B-score at 10 µM. AID 463165. 310,000 compounds, 0.45% hits;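 active = B-score, a plate-corrected calcium signal, over three deviations above library mean, with baseline fluorescence within five deviations of library mean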;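 note: RGS4 expression induced by doxycycline in cells with stable M3 receptor; B-score is computed from the integrated fluorescence ratio over baseline after carbachol; higher B-score means a larger calcium signal and so more RGS4 inhibition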
Target sequence (P49798 whole entry, looked up): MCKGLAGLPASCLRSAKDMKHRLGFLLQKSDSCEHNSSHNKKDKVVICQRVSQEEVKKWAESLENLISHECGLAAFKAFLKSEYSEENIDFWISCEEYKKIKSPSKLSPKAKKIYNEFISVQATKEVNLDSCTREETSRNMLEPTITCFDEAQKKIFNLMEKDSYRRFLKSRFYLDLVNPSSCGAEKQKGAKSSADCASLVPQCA
HDAC3 inhib: human HDAC3 inhibition; O15379; recombinant HDAC3, fluorogenic peptide/trypsin coupled, fluorescence; inhibition, % at 8.3 µM; 320,000 compounds, 0.15% hits; AID 2718; in the data active = inhibition above about 26%, passing the limit was not always enough; inconclusive = no clear call, values can overlap the other calls
ANO1 block: blocks the mouse calcium-activated chloride channel TMEM16A | Q8BHY3 | HEK293 TMEM16A/YFP iodide influx fluorescence, ionomycin | normalized B-score (activity score, 25-100; higher = stronger inhibition) at 10 µM | 310,000 compounds, 1.2% hits | AID 588511;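 active = ratio plate-corrected score three or more library SD toward inhibition, starting fluorescence score within five deviations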;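 note: score derived from kinetic fluorescence span divided by baseline fluorescence per well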
KCNK3 block: human KCNK3 channel inhibition, primary screen; O14649; CHO-KCNK3 thallium flux, FluxOR fluorescence; stronger effect = lower value; B-score at 10 µM; 340,000 compounds, 0.84% hits; AID 602410;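 active = B-score under library mean minus 4 SD, starting fluorescence ratio at most library mean plus 5 SD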;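 note: more negative B-score means stronger inhibition of thallium flux through KCNK3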
Target sequence (O14649 whole entry, looked up): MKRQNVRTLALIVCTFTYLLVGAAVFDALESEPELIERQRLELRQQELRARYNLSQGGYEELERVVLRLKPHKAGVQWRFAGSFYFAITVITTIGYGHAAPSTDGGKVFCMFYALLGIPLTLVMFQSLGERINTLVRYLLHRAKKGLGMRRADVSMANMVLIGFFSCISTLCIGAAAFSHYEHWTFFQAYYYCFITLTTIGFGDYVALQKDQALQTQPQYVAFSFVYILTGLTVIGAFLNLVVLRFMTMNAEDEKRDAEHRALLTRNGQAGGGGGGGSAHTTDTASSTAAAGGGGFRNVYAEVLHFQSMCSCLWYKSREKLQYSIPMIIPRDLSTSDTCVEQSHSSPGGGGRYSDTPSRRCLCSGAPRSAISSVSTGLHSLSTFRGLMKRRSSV
KCNK9 inh: blocks the human KCNK9 two-pore domain potassium channel; B-score at 10 µM; 310,000 compounds, 1.2% hits; HEK293 KCNK9, FluxOR thallium flux fluorescence; stronger effect = lower value; Q9NPC2; AID 488922;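 active = ratio B-score over 3 SD below the library mean, with starting fluorescence within 5 SD of its mean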;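 note: negative B-score means less thallium flux so channel inhibition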
Target sequence (Q9NPC2 whole entry, looked up, the tested form may be a part): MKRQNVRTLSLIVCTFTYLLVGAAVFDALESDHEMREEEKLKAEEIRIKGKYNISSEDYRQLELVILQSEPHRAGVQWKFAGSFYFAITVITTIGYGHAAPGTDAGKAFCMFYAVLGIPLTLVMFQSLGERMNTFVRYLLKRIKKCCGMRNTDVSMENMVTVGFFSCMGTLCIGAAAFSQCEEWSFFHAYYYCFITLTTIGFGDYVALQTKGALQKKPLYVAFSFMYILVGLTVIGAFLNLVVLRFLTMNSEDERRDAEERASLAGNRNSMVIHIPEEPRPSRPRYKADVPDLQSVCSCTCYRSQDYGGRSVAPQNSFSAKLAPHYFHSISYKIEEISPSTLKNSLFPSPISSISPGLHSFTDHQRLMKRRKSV
hERG protect: compounds protecting human hERG from proarrhythmic drug block | activation (rescue from dofetilide block), less the hit threshold, % at 10 µM | 310,000 compounds, 0.51% hits | AID 1511 | Q12809 | CHO-hERG, FluxOR thallium flux, dofetilide IC70 present;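 active = activation above the mean of controls blocked by dofetilide plus 5 SD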;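 note: thallium influx through hERG after potassium depolarization seen as dye fluorescence rise; in these data hits start at about 4.7%; inactives centre near -7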
Active calls of the source: *; i = inactive; ? = inconclusive; nt = not tested or not shown.

item | structure | KCNQ1 act | TMEM16A act | SKKanGAS inh | RGS4 act | KCNQ1 block | RGS4 block | HDAC3 inhib | ANO1 block | KCNK3 block | KCNK9 inh | hERG protect
1 | CN(C)Cc1c(C(=O)N/N=C/c2ccc(-c3ccccc3)cc2)nnn1-c1nonc1N | i | i | -2 | i | i | i | 3 | i | i | i | -7
2 | COC(C/C=C/C(=O)COCc1ccccc1)OC | i | i | 1 | i | i | i | nt | nt | i | i | -5
3 | CCCCN(C)CCNC(=O)CCn1nc(-c2ccc(Cl)cc2)ccc1=O | i | i | -4 | i | i | i | 4 | i | i | i | -5
4 | Cc1ccc(N2C(=O)c3ccc(C(=O)O)cc3C2=O)c(C)c1 | i | i | 2 | i | i | i | -3 | i | i | i | -5
5 | COc1cc(-c2noc(-c3ccccc3C(=O)NCc3ccco3)n2)cc(OC)c1OC | i | i | -6 | i | i | i | 6 | i | i | i | -12
6 | CCOC(=O)c1c(NC(=O)CSc2n[nH]c(CNc3ccccc3)n2)sc(C)c1C | i | i | 10 | i | i | i | -7 | i | i | i | -3
7 | COc1ccc(N2C(=O)CSC2c2cccc(F)c2)cc1 (configuration not stated) | i | i | 2 | i | i | i | 2 | i | i | i | -4
8 | Cc1ccc(S(=O)(=O)NCCC(=O)N2CCCC(C)C2)cc1 (configuration not stated) | i | i | -2 | i | i | i | nt | i | i | i | -6
9 | CC(NC(=O)C(C(=O)c1cccc([N+](=O)[O-])c1)n1cc(Cl)ccc1=O)c1ccccc1 (configuration not stated) | i | i | 0 | i | i | i | 3 | i | i | i | -4
10 | Cc1cc(C)cc(C(=O)/C=C2\NC(=O)CS2)c1 | i | i | -1 | i | i | i | 2 | i | i | i | 4
11 | CN(CC(O)CN)CC(O)CN1CCCCC1 (configuration not stated) | i | i | 21 | i | i | i | 2 | i | i | i | 5.7*
12 | O=C(Nc1cnccn1)Nc1ccccc1Cl | i | i | 6 | i | i | i | -5 | i | i | i | -3
13 | CC1CCCN(c2ccc(C(=O)Nc3nnc(C4CC4)s3)cc2[N+](=O)[O-])C1 (configuration not stated) | i | i | 20 | i | i | i | nt | i | i | i | -5
14 | O=C(O)Cc1sc(Nc2ccccc2)nc1-c1ccc(Cl)cc1 | i | i | 13 | i | i | i | ? | i | i | i | -4
15 | Cc1ccc(C(=O)Nc2ccc(S(=O)(=O)N3CCCC3)cc2)cc1 | i | i | -1 | i | i | i | -7 | i | i | i | -1

Looked up by structure from the list above:
item | structure | KCNQ1 act | TMEM16A act | SKKanGAS inh | RGS4 act | KCNQ1 block | RGS4 block | HDAC3 inhib | ANO1 block | KCNK3 block | KCNK9 inh | hERG protect
1 | CN(C)Cc1c(C(=O)N/N=C/c2ccc(-c3ccccc3)cc2)nnn1-c1nonc1N | i | i | -2 | i | i | i | 3 | i | i | i | -7
13 | CC1CCCN(c2ccc(C(=O)Nc3nnc(C4CC4)s3)cc2[N+](=O)[O-])C1 (configuration not stated) | i | i | 20 | i | i | i | nt | i | i | i | -5
12 | O=C(Nc1cnccn1)Nc1ccccc1Cl | i | i | 6 | i | i | i | -5 | i | i | i | -3
14 | O=C(O)Cc1sc(Nc2ccccc2)nc1-c1ccc(Cl)cc1 | i | i | 13 | i | i | i | ? | i | i | i | -4
2 | COC(C/C=C/C(=O)COCc1ccccc1)OC | i | i | 1 | i | i | i | nt | nt | i | i | -5
4 | Cc1ccc(N2C(=O)c3ccc(C(=O)O)cc3C2=O)c(C)c1 | i | i | 2 | i | i | i | -3 | i | i | i | -5

(more compounds)
item | structure | KCNQ1 act | TMEM16A act | SKKanGAS inh | RGS4 act | KCNQ1 block | RGS4 block | HDAC3 inhib | ANO1 block | KCNK3 block | KCNK9 inh | hERG protect
16 | Cc1ccc2nc(-c3ccc(O)cc3)oc2c1 | i | i | 3 | i | i | i | -7 | i | i | i | -5
17 | Cc1ccc(C(=O)Nc2scc(-c3ccccc3)c2C(=O)O)cc1 | i | i | 34 | i | i | i | 2 | i | i | i | -9
18 | CCCc1cc(=O)oc2cc3oc(C)c(C)c3cc12 | i | i | 5 | i | i | i | 0 | i | i | i | -6
19 | Cc1cccc(NC(=S)NCCc2ccccn2)c1 | i | i | -6 | i | i | i | 9 | i | i | i | -6
20 | COc1ccc(N(CC(=O)NC2CC3CCC2C3)S(=O)(=O)c2ccc(C)c([N+](=O)[O-])c2)cc1 (configuration not stated) | i | i | 1 | i | i | i | 11 | i | i | i | -5
21 | COc1ccc(C(CCNCc2ccc(N(C)C)cc2)c2ccccc2OC)cc1 (configuration not stated) | i | i | -10 | i | i | i | 1 | i | i | i | -19
22 | CCOc1ccccc1NC(=O)CCCCCN1C(=O)[C@@H]2Cc3ccccc3CN2C1=O | i | i | -2 | i | i | i | 0 | i | i | i | -10
23 | COc1cccc(OCc2cc(C(=O)N(Cc3ccccc3)CC3CC3)no2)c1 | i | i | 13 | i | i | i | 12 | i | i | i | -12
24 | CCCCSc1nc2sc3c(c2c(=O)n1-c1ccccc1)CCN(C)C3 | i | i | 24 | -7.3* | i | i | -3 | i | i | i | -11
25 | O=C(Nc1ccc(O)cc1)N1CCOCC1 | i | i | -3 | i | i | i | 0 | i | i | i | -8
26 | CCCCNC(=O)c1[nH]c(C)c(C(C)=O)c1C | i | i | 5 | i | i | i | -10 | i | i | i | -7
27 | CCOC(=O)c1c(NC(=O)CC2SC(N)=NC2=O)sc2c1CCC(C)C2 (configuration not stated) | i | i | 4 | i | i | i | 10 | i | i | i | -1
28 | CN1C(=O)/C(=C/c2ccccc2Cl)Sc2ccc(C(=O)NCc3cccnc3)cc21 | i | i | 71* | i | i | i | -3 | i | i | i | -10
29 | O=C(c1cc(C(=O)c2ccco2)cc(C(=O)c2ccco2)c1)c1ccco1 | i | i | -12 | i | i | i | 14 | i | i | i | -5
30 | NC1=NC2CS(=O)(=O)CC2S1 (configuration not stated) | i | i | 0 | i | i | i | -1 | i | i | i | -7
31 | COCCNC(=O)C1CC2Cn3c(nc4cc5ccccc5cc43)C2N1C (configuration not stated) | i | i | 0 | i | i | i | -1 | i | i | i | -5
32 | O=C(N/N=C/c1cccnc1)c1cccc(NC(=O)c2ccc(Cl)cc2)c1 | i | i | 4 | i | i | i | 2 | i | i | i | -4
33 | CCOc1ccc(C2CC(c3ccc(CC)cc3)Nc3nc(N)nn32)cc1 (configuration not stated) | i | i | 44 | i | i | i | 1 | i | i | i | -7
34 | COc1ccc(S(=O)(=O)N2CCN(C(=O)N(C)C)C2C)cc1 (configuration not stated) | i | i | 0 | i | i | i | -8 | i | i | i | -7
35 | O=C(NC(=S)Nc1ncccn1)c1ccc(Cl)cc1Cl | i | i | 3 | i | i | i | 7 | i | i | i | -7
36 | O=C(CCc1nc2ccccc2c(=O)[nH]1)NC1CCN(Cc2ccccc2)CC1 | i | i | -5 | i | i | i | 1 | i | i | i | -5
37 | CC(=O)Cn1c(=O)c2c(nc3n2CCCN3Cc2ccccc2)n(C)c1=O | i | i | 5 | i | i | i | 2 | i | i | i | 4
38 | CC(=O)N1CCc2[nH]c3ccccc3c2C1 | i | i | -10 | i | i | i | -5 | i | i | i | -2
39 | COC(=O)CCCC(=O)N1CCCC(CCC(=O)NCc2ccc(F)c(F)c2)C1 (configuration not stated) | i | i | 1 | i | i | i | 1 | i | i | i | -7
40 | CCC1CN(C(=O)N2CCC(C(=O)Nc3ccccc3OC)CC2)c2ccccc2O1 (configuration not stated) | i | i | 32 | i | i | i | 1 | i | i | i | -28
41 | Cc1nc(NC(=O)c2ccccc2)sc1C1(C)CC(c2ccc(OC(F)(F)F)cc2)=NO1 (configuration not stated) | i | nt | 21 | i | i | i | 14 | i | nt | i | -8
42 | Cc1cc(=O)n2nc(N3CCCC(C(=O)NCc4ccc(Cl)cc4)C3)sc2n1 (configuration not stated) | i | i | -7 | i | i | i | ? | i | i | i | -8
43 | Cc1cc2c(ncn2C(C)C)c(NS(=O)(=O)c2ccc(F)cc2)c1C | i | i | 3 | i | i | i | 1 | i | i | i | -6
44 | CC(C)(C)C(=O)NC(n1cnc2c(N3CCOCC3)ncnc21)C(Cl)(Cl)Cl (configuration not stated) | i | i | 5 | i | i | i | 2 | i | i | i | -16
45 | COc1cc(C(C)=O)ccc1Oc1ncnc2c1cnn2-c1ccc(C)c(C)c1 | i | i | 9 | i | i | i | nt | i | i | i | -1
46 | COc1ccc(Br)c2oc(SC)cc(=O)c12 | i | i | -5 | i | i | i | 9 | i | i | i | -14
47 | COc1ccccc1NS(=O)(=O)c1ccc(Cl)c(NC(=O)C(C)N2C(=O)c3ccccc3C2=O)c1 (configuration not stated) | i | i | -3 | i | i | i | nt | i | i | i | -4
48 | Cc1ccc(O)c(CNc2nc3ccccc3n2C(C)C)c1 | i | i | 17 | i | i | i | 1 | i | i | i | -4
49 | COc1ccc(C2c3[nH]c4ccccc4c3C[C@H]3C(=O)N(c4ccccc4C(=O)N4CCC[C@H]4C(=O)O)C(=O)N23)cc1 (some centres not stated) | i | i | 2 | i | i | i | -5 | i | i | i | -5
50 | COC(=O)c1cn(C(=O)c2cc(OC)c(OC)c(OC)c2)c2ccccc12 | i | i | 0 | i | i | i | 9 | i | i | i | -10
51 | CCN(CC)c1ccc(NC(=O)c2ccc3c(c2)c(C)c(C)n3C)cc1 | i | i | -3 | i | i | i | 18 | i | i | i | -15
52 | CCOC(=O)C1CCN(C(=O)CN(c2ccc(Oc3ccccc3)cc2)S(C)(=O)=O)CC1 | i | i | -12 | i | i | i | 1 | i | i | i | -8

Rows were taken by chance; any-hit rate near 6.3%.
